hcGAS inh – Primary biochemical luminescence assay for human cyclic GMP-AMP synthase inhibitors; inhibition, % at 12.5 µM; 290,000 compounds, 0.081% hits; Q8N884; recombinant h-cGAS, ATP depletion, Kinase-Glo luminescence;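 further: 0% = vehicle reaction and 100% = reaction without DNA for no activity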
Target sequence (Q8N884 whole entry, looked up): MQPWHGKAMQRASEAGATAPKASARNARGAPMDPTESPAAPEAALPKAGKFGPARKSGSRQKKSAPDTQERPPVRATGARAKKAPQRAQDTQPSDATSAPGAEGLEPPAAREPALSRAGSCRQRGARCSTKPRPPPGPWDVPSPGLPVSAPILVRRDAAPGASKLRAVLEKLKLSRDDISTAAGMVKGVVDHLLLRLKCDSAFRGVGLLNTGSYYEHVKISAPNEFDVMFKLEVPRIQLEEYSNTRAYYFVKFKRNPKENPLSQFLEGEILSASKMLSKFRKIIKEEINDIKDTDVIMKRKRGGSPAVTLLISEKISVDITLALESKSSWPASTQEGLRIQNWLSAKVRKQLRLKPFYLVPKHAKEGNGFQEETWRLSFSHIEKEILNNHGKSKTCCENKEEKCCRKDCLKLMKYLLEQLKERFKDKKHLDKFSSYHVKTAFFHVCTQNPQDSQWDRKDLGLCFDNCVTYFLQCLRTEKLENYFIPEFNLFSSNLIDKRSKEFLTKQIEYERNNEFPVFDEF
NPYLR7 agonist – agonists of mosquito NPYLR7 receptor, primary screen, cell-based, Aedes aegypti, calcium fluorescence, mosquito biting behavior; Aedes aegypti neuropeptide Y-like receptor 7 (NPYLR7); HEK293T NPYLR7/Galpha15, GCaMP6s calcium fluorescence; activation, % at 10 µM; 270,000 compounds, 0.15% hits; in the data active means activation above about 40%;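 further: 0% = vehicle and 100% = reference agonist at the receptor; some compounds past the cut are filed as inactive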
mcGAS lum – cyclic GMP-AMP synthase inhibitors, mouse, primary biochemical chemiluminescence. AID 1259399, 2018. 160,000 compounds, 0.15% hits. inhibition, % at 12.5 µM. Q8C6L5. recombinant cGAS, Kinase-Glo ATP depletion luminescence;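 further: 0% = negative control wells and 100% = reference inhibitor with no enzyme activity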
Active calls of the source: *; nt = no result given; & = joins results of further samples. Unless noted, no stated cut-off is given here; in the data, active means inhibition above about 40%; inactive means the rest.

SMILES	hcGAS inh	NPYLR7 agonist	mcGAS lum
CC1CCCN1C(=O)c1ccc2nc(-c3cccs3)[nH]c2c1 (centres undefined)	-3	-4	-6
Cc1cc2cc(CNC(=O)Nc3ccc(Cl)cc3)ccc2n1C	-1	10	nt
CCc1c(C)nn(-c2ccc(C(=O)NCCSCc3ccccc3)cc2)c1C	-1	-15	1
O=C1NC(=Nc2ccccc2)S/C1=C/c1cccc(Oc2ccccc2)c1	-2	-3	-6
COCc1cc(N2CCN(C)CC2)nc(SCc2cccc(C(=O)NCCN3CCOCC3)c2)n1	-7	10	-6
Cc1ccc([N+](=O)[O-])cc1S(=O)(=O)N(C)CC(=O)N(C)C	-4	-6	nt
CN1CC2(CCCN(C(=O)c3ccc(Cn4ccnc4)o3)CC2)OC1=O (centres undefined)	-2	8	nt
CCN1/C(=C/C2=CC(=O)CC(C)(C)C2)Sc2ccccc21	-5	60*	nt
CNC(=O)COC(=O)c1cc(OC)c(OC)c(OC)c1	-4	0	nt
CCC(=O)N1N=C(c2ccc(OC)cc2)CC1c1cn(-c2ccccc2)nc1-c1ccccc1 (centres undefined)	-6	-8	-5
CCCCOc1ccc(C(=O)Nc2c(-c3cc(C)cc(C)c3)nc3cc(C)ccn23)cc1	-2	-11	-5
COc1cccc(C(=O)N(CC(=O)N(CCc2c[nH]c3ccccc23)Cc2ccc(C)cc2)C2CC2)c1	-6	22	-4
CC(=O)Nc1cc(C(=O)N2CCC(c3ccccc3F)C2)cc2ncn(Cc3ccc(F)cc3)c12 (centres undefined)	-9	16	-13
CCCc1ccccc1NC(=O)c1oc2c(c1C)C(=O)CCC2	-17	9	nt
CCOc1cc(CN2CCCn3cccc3C2c2cc([N+](=O)[O-])ccc2Cl)ccc1O (centres undefined)	0	-7	-1
O=C(CSc1nnnn1-c1ccccc1)Nc1c(Cl)cccc1Cl	-10	-5	-6
Cc1nc(-c2ccc(CN3C(=O)CNC3=S)s2)cs1	-3	0	-2
O=C(Nc1ccc(Oc2ccccc2F)cc1)C1CCN(C(=O)CC2=CCCCC2)CC1	-5&-8	1&8	-11
Cc1cnccc1-n1nc(-c2ccccc2)nc1C1C=CCN1 (centres undefined)	-11	-2	nt
O=C(Cc1ccccc1)NCCNc1ccc(Nc2cccnc2)nn1	-6	3	-6
CC(=O)OCCOCn1cnc2c(=O)[nH]c(N)nc21	3	1	0
CCCCN(C(=O)C(Cl)c1ccccc1)C(C)c1nc2cc(Cl)ccc2c(=O)n1-c1ccc(C)cc1 (centres undefined)	-3	24	-5
CNC(=O)[C@@]1(OCc2cccc(C(F)(F)F)c2)CC(OCc2cccc(OC(F)(F)F)c2)[C@H](O)[C@H](O)C1 (some centres undefined)	-11	7	-5
CC(C)C1=CC23CCC4C(C)(C(=O)O)CCCC4(C)C2CC1C1C(=O)N(c2ccccc2)C(=O)C13 (centres undefined)	-4	-2	-6
C=CCN(Cc1nccn1Cc1ccccc1Cl)C(=O)c1ccc(F)cc1	-6	11	-5
COc1cccc(C(CN2CCN(C(=O)CCc3ccccc3)CC2)OCc2cccc(Cl)c2)c1 (centres undefined)	-1	-3	-4
C=CCN=c1scc(-c2cccc(Br)c2)n1N=Cc1cc2c(cc1[N+](=O)[O-])OCO2	1	-11	nt
COc1ccccc1OCC(=O)Nc1ncc(Cc2ccccc2Cl)s1	-1	2	-4
CCOC(=O)C1(CCCc2ccccc2)CCN(C(=O)c2ccc(=O)n(C)n2)CC1	-12	6	nt
CCCCOC(=O)/C=C/c1ccc(OC(=O)OC)c(OC(=O)OC)c1	-3	-8	nt
CCOc1ccccc1NC(=O)c1c(NC(C)=O)sc2c1CCCC2	-8	3	-3
CCCCSc1nnc2c(n1)OC(c1cc(OC)ccc1OC)Nc1ccccc1-2 (centres undefined)	-4	5	-4
CCc1cccc(NC(=O)Cn2nc3c(cc2=O)CCCC3)c1	2	-25	-2
Cc1cc(C)cc(-c2nc3ccccn3c2NC(=O)CCl)c1	-8	0	19
OCc1ccc(-c2nccn2Cc2noc(-c3ccccc3)n2)o1	-2	1	nt
Cc1cc(C(=O)NCc2ccc(CN3C(=O)NC(C)(C)C3=O)cc2)c(C)s1	-5	2	nt
CCN(CC)c1c(C)nc2ccc(C(=O)NCCCN3CCCC3=O)cn12	-3	-10	1
COc1cccc(-c2nc(C)c(-c3ccc(SCC(=O)N4CCCCC4)nn3)s2)c1	-1	4	-7
COc1ccc(-n2ccnc(SCc3ccc(F)cc3)c2=O)cc1	3	-12	1
C[C@H](NC(N)=O)C(=O)OCC(=O)NC12CC3CC(CC(C3)C1)C2	-7	3	nt
O=C(NCc1ccncc1)c1csc(CSc2nnc(-c3ccco3)n2-c2ccc(Cl)c(Cl)c2)n1	6	-8	0
Cc1cccc(Nc2ncccc2C(=O)NC(c2ccccc2)c2ccc(Cl)cc2)c1C (centres undefined)	0	-17	1
Cc1nc2ccc(NC(=O)C3(C)CCN3CC(C)C)cc2o1 (centres undefined)	-17	6	-8
COC(=O)c1c(C)oc2ccc(N(C(=O)c3ccncc3)S(=O)(=O)c3c(C)cc(C)cc3C)cc12	-5	2	nt
COCCNc1ccc(S(C)(=O)=O)cc1[N+](=O)[O-]	2	2	nt
O=C(c1cc(Cl)ccc1[N+](=O)[O-])N(Cc1cccnc1)c1nc2c(F)cccc2s1	-6	-13	-7
CCCc1[nH]n(-c2ccccc2)c(=O)c1C1=C(N2CCN(CC)CC2)C(=O)N(Cc2ccccc2)C1=O	5&-4	-10&-17	0&1
Cc1nc(N2CCC(C(=O)N3CCCCC3c3nccn3C)CC2)nc2ccc(C(C)C)cc12 (centres undefined)	-6	4	-12
Cc1cc(C(=O)N2CCCC(O)(CO)CC2)c(-c2ccccc2)o1 (centres undefined)	0	8	nt
CC(C)C1CN(C(=O)c2ccn(C(C)(C)C)c2)CCCN1CC1CC1 (centres undefined)	-9	nt	-13
CCCCN(C=O)c1c(CC)nc2ccc(C(=O)N3CCCCC3)cn12	-7	5	-3
CC1c2ccccc2C(=S)N1c1ccccc1 (centres undefined)	0	-2	nt
CC1CCCC(C)N1CCNc1ccc2c(-c3ccccc3F)noc2n1 (centres undefined)	-6	3	-6
CC1(C)CC(=O)C=C(NNc2nc3ccccc3o2)C1	-8	-2	nt
Cc1c(C(=O)Nc2cccc(CS(N)(=O)=O)c2)[nH]c2c1C(=O)CCC2	-7	-6	-16
COc1cc(NC(=O)c2cc(-c3ccc(C)s3)nc3onc(C)c23)cc(OC)c1	-4	16	-7
CCOC(=O)c1c(NC(=O)COc2ccc(Cl)cc2)sc(C(=O)Nc2ccccc2F)c1C	-3	-3	-7
O=C(COC(=O)C12CC3CC(CC(C3)C1)C2)NCC(F)(F)F	-6	-5	nt
CCn1c2ccccc2c2cc(Nc3cc(-c4cccc5ccccc45)ncn3)ccc21	-5	-4	nt
O=C(CN1CN(c2ccccc2)C2(CCN(C(=O)Nc3cccc(C(F)(F)F)c3)CC2)C1=O)Nc1cccc(Cl)c1	5	-7	1

3 compounds already listed, ordered by formula weight, high to low.
SMILES	hcGAS inh	NPYLR7 agonist	mcGAS lum
CCCc1[nH]n(-c2ccccc2)c(=O)c1C1=C(N2CCN(CC)CC2)C(=O)N(Cc2ccccc2)C1=O	5&-4	-10&-17	0&1
CC1(C)CC(=O)C=C(NNc2nc3ccccc3o2)C1	-8	-2	nt
CC1c2ccccc2C(=S)N1c1ccccc1 (centres undefined)	0	-2	nt

Continued:
SMILES	hcGAS inh	NPYLR7 agonist	mcGAS lum
CC1CCc2ccccc2N1C(=O)CNc1ccc(-n2nccn2)cc1 (centres undefined)	-10	-5	nt
COc1ccc2oc(=O)c(-c3nnc(Nc4ccc(Oc5ccc6ccccc6c5Cl)c(Cl)c4)s3)cc2c1	-8	-3	nt
Cn1cc(/C=C(/C#N)c2ccc(C(=O)O)cc2)c2ccccc21	0	3	nt
CCC(C(=O)NC1CC1)n1c(Cc2ccccc2Cl)nc2ccccc21 (centres undefined)	2	nt	2
Cc1nn(-c2cccc(C(=O)N3CCCC(N)CC3)c2)c(=O)c2ccccc12 (centres undefined)	-6	1	-16
CSc1ccc(CC2(C)C(=O)Nc3cc(C(F)(F)F)ccc32)cc1 (centres undefined)	4	-1	1
CCOC(=O)N1CCN(C2CCCN(Cc3ccc(C#CC(C)(C)O)cc3)C2)CC1 (centres undefined)	-7	nt	-11
CC(C)(C)c1ncc(NC(=O)NC2CCCC2)cn1	-5	4	-15
O=C(NNC(=S)NCc1ccco1)C(=O)NNC(=S)NCc1ccco1	-5	2	nt
Cc1ccc(C)c(CC(=O)N(C)CCCN2c3ccccc3CCc3ccccc32)c1	-5	-6	-3
CC(C)(C)OC(=O)N1CCNC(=O)C1CC(=O)OCC1CCCO1 (centres undefined)	1	3	-1
O=C(NC1CC(=O)N(CCc2ccc(F)cc2)C1)c1cnccn1 (centres undefined)	-9	29	-10
Cc1cc(O)c(C)c(O)c1C(=O)O	4	nt	3
CCOC(=O)c1nc2ccccc2nc1N1CCCN(S(=O)(=O)Cc2ccccc2)CC1	-4	5	-6
O=C(Cn1nc(C(F)(F)F)c2c1CCC2)NCC12CC3CC(CC(C3)C1)C2	-7	nt	-3
CCS(=O)(=O)N(CCC(C)C)CC(=O)N1CCc2sccc2C1COc1ccc(Cl)cc1 (centres undefined)	-4	-1	-6
CO[C@@]12CC[C@@H](O)C[C@@H]1N(C(=O)c1cnn(C(C)C)c1)CC2	1	nt	-4
CC(c1ccc(-c2cnn3cccnc23)cc1)N1CCCC1 (centres undefined)	-6	22	-18
CC(NC(=O)c1cc(NC(=O)C(C)(C)CCl)ccc1N1CCCC1)c1ccccc1 (centres undefined)	6	-8	1
O=C(C(=O)N1CCC2(CCOCC2)CC1)N1CCOCC1	-7	10	nt
CN(C)CCCn1c(=O)n(Cc2c(F)cccc2F)c2ccc(C(=O)O)cc21	-3	3	nt
O=C(Nc1cccc(-c2cc3ccccc3[nH]2)c1)C1CCN(C(=O)c2ccco2)CC1	-7	22	nt
O=S(=O)(NCCNc1nc(-c2cccs2)nc2cc(Cl)ccc12)c1cccc(C(F)(F)F)c1	-8	-4	-6
COc1ccc(CCN(Cc2ccc(C)o2)C(=O)CN(CC2CCCO2)C(=O)Nc2cccc(F)c2)cc1OC (centres undefined)	-1	-3	-3
COC[C@H]1C[C@H]2C[C@H](O)[C@@H](NC(=O)Nc3ccc4c(c3)OCO4)[C@@]2(O)CO1	-6	6	-5
COC(=O)c1ccoc1COc1c(C)nn(C)c1C	-7	-11	-12
COc1ccc(OC)c(/C=C/C(=O)N2CCC(C(=O)NCc3ccccc3)CC2)c1	-2	-2	-14
O=C(O)[C@H]1C[C@@H](C(=O)NC2CC2)CN(C(=O)Cc2ccccc2F)C1	-13	11	nt
CCCc1ccc(-c2ccc(C(=O)Nc3cc(=O)n(-c4ccccc4)[nH]3)cc2)nc1	-3	5	-6
CC(CNC(=O)CCN1Cc2cc(Cl)ccc2OC(C)C1)Oc1cccnc1 (centres undefined)	5	0	-2
COc1ccc(CNCc2cnn(-c3ccc(F)cc3F)c2)cc1O	-8	3	nt
Cc1ccccc1-n1ncc(C(=O)N2CCN(C)CC2)c1C(F)(F)F	-1	4	-3
CN(C)C1(CNS(=O)(=O)c2cccc3nsnc23)CCCCC1	-5	-2	-4
COc1ccc(NC(=O)Cn2nc3n(c2=O)CCCCC3)c(OC)c1	-5	0	-6
COc1c(C)cc(C(=O)C2CCCN(C(=O)C3=C(C)OCCO3)C2)cc1C (centres undefined)	-2	2	-3

Some of these compounds in order of SMILES length, low to high.
SMILES	hcGAS inh	NPYLR7 agonist	mcGAS lum
Cc1cc(O)c(C)c(O)c1C(=O)O	4	nt	3
COC(=O)c1ccoc1COc1c(C)nn(C)c1C	-7	-11	-12
CC(c1ccc(-c2cnn3cccnc23)cc1)N1CCCC1 (centres undefined)	-6	22	-18
COc1ccc(CNCc2cnn(-c3ccc(F)cc3F)c2)cc1O	-8	3	nt
CN(C)C1(CNS(=O)(=O)c2cccc3nsnc23)CCCCC1	-5	-2	-4
O=C(NC1CC(=O)N(CCc2ccc(F)cc2)C1)c1cnccn1 (centres undefined)	-9	29	-10
COc1ccc(NC(=O)Cn2nc3n(c2=O)CCCCC3)c(OC)c1	-5	0	-6
Cc1ccccc1-n1ncc(C(=O)N2CCN(C)CC2)c1C(F)(F)F	-1	4	-3
CC(CNC(=O)CCN1Cc2cc(Cl)ccc2OC(C)C1)Oc1cccnc1 (centres undefined)	5	0	-2
COc1c(C)cc(C(=O)C2CCCN(C(=O)C3=C(C)OCCO3)C2)cc1C (centres undefined)	-2	2	-3
O=C(Cn1nc(C(F)(F)F)c2c1CCC2)NCC12CC3CC(CC(C3)C1)C2	-7	nt	-3
COc1ccc(OC)c(/C=C/C(=O)N2CCC(C(=O)NCc3ccccc3)CC2)c1	-2	-2	-14
O=C(O)[C@H]1C[C@@H](C(=O)NC2CC2)CN(C(=O)Cc2ccccc2F)C1	-13	11	nt
CCS(=O)(=O)N(CCC(C)C)CC(=O)N1CCc2sccc2C1COc1ccc(Cl)cc1 (centres undefined)	-4	-1	-6
CCCc1ccc(-c2ccc(C(=O)Nc3cc(=O)n(-c4ccccc4)[nH]3)cc2)nc1	-3	5	-6
O=S(=O)(NCCNc1nc(-c2cccs2)nc2cc(Cl)ccc12)c1cccc(C(F)(F)F)c1	-8	-4	-6
COc1ccc(CCN(Cc2ccc(C)o2)C(=O)CN(CC2CCCO2)C(=O)Nc2cccc(F)c2)cc1OC (centres undefined)	-1	-3	-3
COC[C@H]1C[C@H]2C[C@H](O)[C@@H](NC(=O)Nc3ccc4c(c3)OCO4)[C@@]2(O)CO1	-6	6	-5

Assay outcomes from PubChem BioAssay.
